# MITF primary – inhibitors of human MITF. O75030. 650,000 tested, 0.91% active. AlphaScreen MITF homodimerization, bead proximity signal. inhibition, % at 2.6 µM; in the data active = inhibition above about 50%;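 also: 0% = vehicle wells with protein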
# Target sequence (O75030 whole entry, looked up): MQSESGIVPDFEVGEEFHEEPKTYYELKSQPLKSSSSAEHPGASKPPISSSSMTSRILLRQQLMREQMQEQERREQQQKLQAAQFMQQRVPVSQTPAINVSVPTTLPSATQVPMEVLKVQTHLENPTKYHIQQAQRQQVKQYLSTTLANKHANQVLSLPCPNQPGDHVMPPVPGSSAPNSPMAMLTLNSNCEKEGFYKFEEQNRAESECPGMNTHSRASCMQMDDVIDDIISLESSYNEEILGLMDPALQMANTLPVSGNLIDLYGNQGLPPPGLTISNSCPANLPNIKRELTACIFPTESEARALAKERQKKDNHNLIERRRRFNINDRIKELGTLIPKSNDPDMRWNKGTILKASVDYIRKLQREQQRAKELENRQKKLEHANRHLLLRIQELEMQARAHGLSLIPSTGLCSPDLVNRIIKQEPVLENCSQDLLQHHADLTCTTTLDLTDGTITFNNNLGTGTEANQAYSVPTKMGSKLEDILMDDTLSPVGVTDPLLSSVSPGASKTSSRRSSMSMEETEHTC
# TEAD-YAP inh – TEAD-YAP interaction inhibition. HEK-TIYL cells, TEAD-Gal4/YAP UAS-luciferase luminescence. AID 1259422. inhibition, % at 9.12 µM. 640,000 tested, 1.4% active; in the data active = inhibition above about 32%;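 also: 0% = median of test compound wells and 100% = reference inhibitor wells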
# GPR151 ag – human GPR151 activation. Q8TDV0. PathHunter beta-arrestin GPR151 cells, luminescence. activation, % at 11.2 µM. 650,000 tested, 1% active; in the data active = activation above about 4.9%;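 also: 0% = median of compound wells and 100% = cells with positive control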
# Target sequence (Q8TDV0 whole entry, looked up): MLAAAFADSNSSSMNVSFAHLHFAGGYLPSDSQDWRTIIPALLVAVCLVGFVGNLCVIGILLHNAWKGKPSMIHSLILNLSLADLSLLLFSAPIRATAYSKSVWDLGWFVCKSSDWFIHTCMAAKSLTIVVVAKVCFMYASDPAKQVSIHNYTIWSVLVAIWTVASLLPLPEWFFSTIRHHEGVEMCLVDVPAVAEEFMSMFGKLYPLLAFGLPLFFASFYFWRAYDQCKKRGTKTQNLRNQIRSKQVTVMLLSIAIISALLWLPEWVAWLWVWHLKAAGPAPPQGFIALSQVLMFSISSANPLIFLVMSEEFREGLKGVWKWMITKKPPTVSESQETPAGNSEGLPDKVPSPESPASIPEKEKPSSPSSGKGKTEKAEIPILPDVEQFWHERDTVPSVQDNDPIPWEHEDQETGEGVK
# FBW7 act – activators of human E3 ligase FBW7; 650,000 tested, 0.13% active; normalized activity (activation), % at 26.1 µM; AlphaScreen FBW7–phospho-cyclin E peptide binding, activator screen; AID 1259310; in the data active = normalized activity above about 1.9%;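 also: purified mutant Fbw7 with reduced substrate affinity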
# The depositor's hits bear a star; / = not tested or not shown. Hits appear at their usual frequency, and some 3.4% of all compounds hit somewhere here.
1. CC(C)NC(=O)/C(=C/c1cn(-c2ccccc2)nc1-c1cccc([N+](=O)[O-])c1)NC(=O)c1ccccc1
2. COc1ccc(-n2nc(C(=O)NCC(=O)NCCCN3CCOCC3)c3ccccc3c2=O)c(OC)c1
3. Cc1ccc(NC(=O)C2CC(=O)N(c3ccc(F)cc3)C2)c(C)c1 (configuration not stated)
4. COc1ccc(-c2cnn3c(NCCN(C)C)ccnc23)cc1OC
5. O=C1NCCCN1Cc1ccc(F)cc1
6. COc1ccc(S(=O)(=O)NCC2CCCN(Cc3ccc(C)s3)C2)cc1 (configuration not stated)
7. CCOC(=O)CNc1nc(C)nc2sc(C)cc12
8. N=C(N)SCP(=O)(c1ccccc1)c1ccccc1
Screen / compound no.	1	2	3	4	5	6	7	8
MITF primary	24	13	3	-15	5	3	2	0
TEAD-YAP inh	4	6	8	8	16	8	11	-8
GPR151 ag	-0.9	1.3	19*	-1.1	-1.4	1.4	0.0	-0.5
FBW7 act	1.4	0.5	0.1	0.0	0.3	-0.1	0.3	0.6

9. Cc1ccccc1CS(=O)(=O)CCC(=O)NCCc1ccc(Cl)cc1
10. CSCCCNC(=O)C1CCN(C2CCN(Cc3cccc(C)n3)CC2)CC1
11. Cc1nn(-c2ccccc2)c2nc(=O)n(-c3ccccc3)cc12
12. O=C(CS(=O)(=O)c1ccc2ccccc2c1)c1ccccc1
13. Cc1cc(I)cnc1NC(=O)c1ccccc1[N+](=O)[O-]
14. COc1ccc(CC(=O)Nc2nc3ccc(Br)cc3s2)cc1OC
15. CCCC1=C(C(=O)OCC)C(c2cccc([N+](=O)[O-])c2)NC(=O)N1C (configuration not stated)
16. COCC(=O)N(CCc1ccc(F)cc1)Cc1cc2ccc(C)cc2nc1N(C)C
Screen / compound no.	9	10	11	12	13	14	15	16
MITF primary	-7	11	24	5	7	13	1	4
TEAD-YAP inh	-6	5	-1	-17	58*	10	-4	9
GPR151 ag	1.3	0.9	0.7	-0.4	-0.4	0.3	0.2	1.1
FBW7 act	-0.2	0.2	0.2	-0.1	0.0	1.0	-0.1	0.5

# Among those listed so far, 3 have a nitro group on carbon.
1. CC(C)NC(=O)/C(=C/c1cn(-c2ccccc2)nc1-c1cccc([N+](=O)[O-])c1)NC(=O)c1ccccc1
13. Cc1cc(I)cnc1NC(=O)c1ccccc1[N+](=O)[O-]
15. CCCC1=C(C(=O)OCC)C(c2cccc([N+](=O)[O-])c2)NC(=O)N1C (configuration not stated)
Screen / compound no.	1	13	15
MITF primary	24	7	1
TEAD-YAP inh	4	58*	-4
GPR151 ag	-0.9	-0.4	0.2
FBW7 act	1.4	0.0	-0.1

# Next section.
17. Cc1cc(C)c(C#N)c(S(=O)Cc2ccccc2)n1 (configuration not stated)
18. Cc1nnc(NC(=O)CSc2nnnn2-c2ccc(Cl)cc2)s1
19. COc1ccc(NC(=O)CC2C(=O)N(CCc3ccccc3)C(=S)N2Cc2ccco2)cc1 (configuration not stated)
20. CCn1nnnc1SCC(=O)N1CCc2ccccc2C1
21. CNC(=S)Nc1c(F)cccc1F
22. O=C(C1CCCN1S(=O)(=O)c1ccc(Cl)cc1)N1CCOCC1 (configuration not stated)
23. Cc1cccc(CS(=O)(=O)CC2Nc3ccc(C(=O)NC4CCCCCCC4)cc3NC2=O)c1 (configuration not stated)
24. Nc1nc(NCCc2ccc(O)cc2)cc(NCc2cccnc2)n1
Screen / compound no.	17	18	19	20	21	22	23	24
MITF primary	-11	2	-4	3	3	7	10	-4
TEAD-YAP inh	11	2	-2	-14	-2	2	2	2
GPR151 ag	0.4	-1.1	1.7	-0.5	1.4	4.5	0.0	0.0
FBW7 act	0.1	0.0	-0.3	0.0	-0.1	0.4	0.5	0.1

25. Cc1cccn2c(CN3CCSCC3)c(C(=O)N3CCOCC3)nc12
26. Cc1nc(-c2ccccc2)nc(Cl)c1CC(=O)O
27. CCOC(=O)c1c(C)oc2ccc(NS(=O)(=O)c3ccc(OC)c([N+](=O)[O-])c3)cc12
28. Cc1ccc(OC(=O)c2ccc(N3C(=O)c4ccc([N+](=O)[O-])cc4C3=O)cc2)cc1C
29. CC1=CCC2C(=O)N(c3cccc([N+](=O)[O-])c3)C(=O)C2C1 (configuration not stated)
30. CC1=C(C(=O)OCCOc2ccccc2)C(c2ccc3c(c2)OCO3)C2=C(CCCC2=O)N1 (configuration not stated)
31. COc1cc(Nc2ncnc3c2nc(Nc2ccnn2C)n3C(C)C)cc(OC)c1OC
32. COC(=O)c1ccccc1S(=O)(=O)N1CCc2nc(-c3ccc(OC)cc3C)c3c(c2C1)CO[C@@H](c1ccccc1)C3
Screen / compound no.	25	26	27	28	29	30	31	32
MITF primary	-15	7	25	3	-5	1	12	4
TEAD-YAP inh	-11	7	2	3	11	-4	9	/
GPR151 ag	2.1	0.8	-1.0	1.2	-0.7	0.1	-0.2	-0.2
FBW7 act	-0.1	0.1	0.1	-0.2	-0.1	0.1	-0.1	0.1

# The last 6 records of the section before open the next one:
27. CCOC(=O)c1c(C)oc2ccc(NS(=O)(=O)c3ccc(OC)c([N+](=O)[O-])c3)cc12
28. Cc1ccc(OC(=O)c2ccc(N3C(=O)c4ccc([N+](=O)[O-])cc4C3=O)cc2)cc1C
29. CC1=CCC2C(=O)N(c3cccc([N+](=O)[O-])c3)C(=O)C2C1 (configuration not stated)
30. CC1=C(C(=O)OCCOc2ccccc2)C(c2ccc3c(c2)OCO3)C2=C(CCCC2=O)N1 (configuration not stated)
31. COc1cc(Nc2ncnc3c2nc(Nc2ccnn2C)n3C(C)C)cc(OC)c1OC
32. COC(=O)c1ccccc1S(=O)(=O)N1CCc2nc(-c3ccc(OC)cc3C)c3c(c2C1)CO[C@@H](c1ccccc1)C3
33. Nc1ccc(-c2cnn3c(NCc4ccc(F)cc4)ccnc23)cc1
34. Cc1ccc(-c2nc3ccc(C)cc3nc2-c2ccc(C)cc2)cc1
35. CN(CCc1ccccn1)C(=O)CC1(c2ccccc2)CC(=O)N(CC2CCCCC2)C1=O (configuration not stated)
36. CS(=O)(=O)N(Cc1ccccc1)c1ccc(C(=O)N2CCc3ccccc3C2)cc1
37. Cc1ccc(Cl)cc1NC(=O)CSC1=NCCS1
38. O=C(O)c1cc([N+](=O)[O-])c(NCCOCCO)c([N+](=O)[O-])c1
39. COc1ccc(CNCc2c(C(=O)O)c(C)n(Cc3cc(C)ccc3C)c2C)cc1
40. CC(=O)c1cccc(-c2cnc3c(NCCc4ccccn4)nccn23)c1
Screen / compound no.	27	28	29	30	31	32	33	34	35	36	37	38	39	40
MITF primary	25	3	-5	1	12	4	-17	10	2	9	-2	-6	10	11
TEAD-YAP inh	2	3	11	-4	9	/	-68	6	-6	8	8	16	21	-40
GPR151 ag	-1.0	1.2	-0.7	0.1	-0.2	-0.2	1.0	0.0	-0.2	0.9	-1.0	-0.7	-0.1	-0.2
FBW7 act	0.1	-0.2	-0.1	0.1	-0.1	0.1	-0.5	-0.1	0.0	-0.1	0.1	1.2	-0.1	1.9

# Going on with the list.
# Letters – A = MITF primary; B = TEAD-YAP inh; C = GPR151 ag; D = FBW7 act
41. CCOC(=O)C1(CCOC)CCN(Cc2ccc(C3CCCCO3)s2)CC1 (configuration not stated)
  A: -7; B: 1; C: -0.8; D: 0.6

42. CCOC(=O)c1c(N)sc(C(=O)N(C)C)c1C
  A: 2; B: -9; C: 0.5; D: -0.1

43. CCOc1cc(/C=C2\C(=O)NC(=O)N(c3cccc(Cl)c3C)C2=O)cc([N+](=O)[O-])c1O
  A: -3; B: 3; C: 1.2; D: -0.2

44. O=C(CSCc1ccccc1Br)N/N=C/c1ccc([N+](=O)[O-])cc1
  A: -8; B: 2; C: 1.9; D: 0.0

45. CSc1cccc(NC(=O)C2C3C=CC4(O3)C2C(=O)N(CCCOC(C)C)C4C(=O)NC2CCCC(C)C2C)c1 (configuration not stated)
  A: -12; B: 4; C: -0.5; D: -0.1

46. S=c1oc(-c2ccncc2)nn1CN1CCN(c2ncccn2)CC1
  A: -9; B: -9; C: 2.0; D: 0.0

47. COc1ccc(S(=O)(=O)N2CCCCC2CC(=O)Nc2cc(C)ccc2OC)cc1 (configuration not stated)
  A: -7; B: -1; C: 2.3; D: -0.1

48. CCOc1ccc(CN2CCN(C(=O)CC(C)C)CC2)cc1
  A: 37; B: 13; C: -0.4; D: -0.1

49. Nc1c(S(=O)(=O)c2ccc(F)cc2)c2nc3ccccc3nc2n1Cc1ccco1
  A: 10; B: -9; C: -0.8; D: 0.0

50. COc1ccc(NC(=O)CN(c2cccc(Br)c2)S(C)(=O)=O)cc1Cl
  A: -15; B: 3; C: 0.4; D: -0.2

51. COCc1ccc(CN2CCN(C(C)C)C(CCO)C2)o1 (configuration not stated)
  A: -14; B: 9; C: -1.0; D: 0.1

52. COc1ccc(NC(=O)NC2(C(=O)N3CCC(C)CC3)CCCCC2)cc1
  A: -4; B: -4; C: -0.1; D: 0.1

53. CCn1nc(C)cc1C(=O)N1CCCC(N(C)CCc2ccc(OC)c(OC)c2)C1 (configuration not stated)
  A: -21; B: -2; C: -0.2; D: 0.0

54. CCC(C)N1CCN(C(=O)c2ccccc2F)CC1 (configuration not stated)
  A: 42; B: 5; C: -0.3; D: 0.5

55. Cc1c(C(=O)NCc2ccc(F)cc2)sc2ncn(Cc3ccccc3Cl)c(=O)c12
  A: 8; B: 9; C: 1.3; D: 0.6

56. Cc1ccc(NC(=O)c2cccc3c2-c2ccccc2C3)cc1
  A: 15; B: 26; C: -0.8; D: 0.1

57. NS(=O)(=O)c1ccc(Nc2nccc(NC3CCNCC3)n2)cc1
  A: -3; B: -6; C: 1.3; D: -0.2

58. CC(C)(CO)NCC(O)Cn1c2ccccc2c2ccccc21 (configuration not stated)
  A: 10; B: 7; C: -0.4; D: 0.0

59. O=[N+]([O-])c1ccc(N2CCCCCC2)c(S(=O)(=O)N2CCOCC2)c1
  A: 10; B: -4; C: -2.2; D: -0.5

60. Cc1nnc2ccc(N/N=C/c3ccc(O)cc3)nn12
  A: 6; B: -4; C: -1.0; D: 0.0

61. CCN1CCCC1CNC(=O)c1sc2ncnc(N3CCN(c4ccccc4)CC3)c2c1C (configuration not stated)
  A: 1; B: -2; C: -0.2; D: -0.6

62. COC(=O)CCC(=O)Nc1ccc(S(=O)(=O)N2CCc3ccccc32)cc1
  A: -4; B: -17; C: 1.5; D: 0.3

63. COc1cc(C(=O)c2c(C)c(CCC#N)n3ccccc23)cc(OC)c1OC
  A: 10; B: -3; C: -0.6; D: 0.0

64. O=C(O)c1cccnc1SC1CC(=O)N(c2cccc(Cl)c2Cl)C1=O (configuration not stated)
  A: 0; B: 8; C: 1.7; D: 0.1

65. C[C@H](N)Cn1nnn(-c2ccccc2)c1=O
  A: 7; B: 2; C: -0.1; D: -0.1

66. CC(O)CCc1nc2ccccc2[nH]1 (configuration not stated)
  A: -8; B: -2; C: 1.3; D: -0.1

67. CCN1CCN(Cc2nc3c(c(=O)n(C)c(=O)n3C)n2Cc2ccc(Cl)cc2)CC1
  A: 8; B: 12; C: -0.4; D: 0.0

68. O=C(N/N=C/c1ccc2c(c1)OCO2)c1ccc(NC(=O)c2ccccc2)cc1
  A: 12; B: 0; C: 1.6; D: 0.0

69. c1cc(-c2cncnc2C2CCCNC2)ccn1 (configuration not stated)
  A: -4; B: 12; C: 0.5; D: -0.1

70. CCCn1c(=O)c2c(nc3n(-c4ccccc4)c(C)c(C)n23)n(C)c1=O
  A: 7; B: 9; C: 4.1; D: -0.2

71. COc1ccc(OC)c(C2CC(c3ccc(C)cc3)=NN2S(=O)(=O)c2ccc(C)cc2)c1 (configuration not stated)
  A: 1; B: -1; C: -0.4; D: -0.2

72. Cc1cccc(N=c2oc3ccc4ccccc4c3cc2-c2nc3ccccc3[nH]2)c1
  A: -4; B: 11; C: 0.4; D: 0.1

73. O=C(O)C1CCN(C(=O)CSc2nc3ccccc3s2)CC1
  A: 13; B: -3; C: 0.0; D: 0.3

74. c1ccc(CN2CCC(Nc3nc(N4CCN(Cc5ccc6c(c5)OCO6)CC4)nc4nc[nH]c34)CC2)cc1
  A: 2; B: 5; C: -2.4; D: -0.2

75. O=C(CNCc1ccc(F)cc1)N1CCC2(CC1)OCCO2
  A: 3; B: -70; C: -1.0; D: 0.0

76. COc1ccccc1Nc1ncc(C(=O)Nc2ccc(OC)c(OC)c2)c2ccccc12
  A: -3; B: -14; C: -0.5; D: -0.1

77. CCOC(=O)CCn1[nH]c(=O)c2ccccc2c1=O
  A: 12; B: -15; C: -2.4; D: 0.2

78. Cc1ccc(NC(=O)c2cnn(-c3ccccc3)c2NC(=O)c2ccco2)cc1
  A: -14; B: -5; C: -1.0; D: -0.1

79. Cc1cc(C)n2nc(SCC(=O)Nc3cc(C)on3)nc2n1
  A: 6; B: -7; C: -1.1; D: 0.2

80. COC(=O)c1ccc(C2CC(=O)N3C(=C2C#N)SCC3(O)c2ccc(C)cc2)cc1 (configuration not stated)
  A: 1; B: 49*; C: -2.0; D: 0.0

81. CCCCN(C)C(=O)NCc1noc2ccc(C)cc12
  A: 0; B: -1; C: 0.1; D: -0.1

# Assay outcomes: PubChem BioAssay, The Scripps Research Institute Molecular Screening Center
